Assay outcomes from PubChem BioAssay.
ELG1 repair inh: ELG1-dependent DNA repair inhibition; HEK293T ELG1-luciferase reporter, luminescence, 16 h; DNA damage induced by 5-fluorouridine; Potency, µM (top dose mostly 46.1 µM), for inactives: at the top dose activity change, negative = inhibition, actives largely listed as inhibitors; 330,000 compounds, 2.3% hits; note: potency is the fitted concentration of half-maximal effect; % is set by controls: 0 for no effect and ±100 for the full control effect; nearly all actives have a fitted effect of over 55% in size
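Luminescence from the luciferase reporter, measured 30 min after ONE-Glo reagent at room temperature, was the read-out. Beforehand, 2,000 cells per well were exposed for 16 hr at 37 °C to 5-fluorouridine together with compound or vehicle.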
uPA generation: inhibitors of cell surface uPA generation | AID 540303 | Potency, µM (doses to about 38.3 µM), without a hit: top-dose activity change, negative = inhibition, actives largely listed as inhibitors | 330,000 compounds, 0.31% hits | cell surface uPA generation assay, qHTS; active = well fitted inhibition curve with a large enough effect; inconclusive = small, poorly fitted or top-dose-only effect; inactive = no such curve, though single readings can be large or run the other way; tested in mouse RAW 264.7 cells; note: potency is the fitted concentration of half-maximal effect; % is set by controls: 0 for no effect and ±100 for the full control effect; nearly all actives have a fitted effect of over 55% in size
Eya2 phos inh: Eya2 (human) phosphatase inhibition. O00167. recombinant Eya2, OMFP fluorescence dephosphorylation (OMFP is methylfluorescein phosphate). Potency, µM (series often up to 76.9 µM), without a hit: at the highest dose activity, negative = inhibition, usual class: inhibitors. 330,000 compounds, 0.006% hits. AID 488837; note: potency is the fitted concentration of half-maximal effect; % is set by controls: 0 for no effect and ±100 for the full control effect
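Eya2 protein (added as 0.2 uM solution) was preincubated with compound for 10 min at ambient temperature in 50 mM HEPES pH 7.5, 50 mM NaCl, 5 uM MgCl2, 0.05% BSA, 1 mM DTT. OMFP (added at 50 uM) then reacted 10 min; fluorescence read at 485/525 nm.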
TCR act: activates T cell receptor signaling. primary human leukocytes, anti-CD3, IL-2 HTRF, 48 h. Potency, µM (highest dose often 9.22 µM), inactives show at the highest dose activation of IL-2 secretion, actives largely listed as activators. 330,000 tested, under 10 active. AID 504894; note: % of control where 0% means no effect
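1) Mix primary human leukocytes, a-CD3 beads and compound. 2) Incubate 48 hr. 3) Add HTRF IL-2 reagents (a-IL-2-K, a-IL-2-d2).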
USP2a inh: blocks human ubiquitin-specific protease USP2a | 330,000 compounds, 0.01% hits | AID 463254 | USP2 core, Ub-CHOP2 coupled fluorogenic reporter, 485/531 | O75604 | Potency, µM (doses to about 38.3 µM), for the others: at the top dose activity change, negative = inhibition, most hits filed as inhibitors;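 note: potency is the fitted concentration of half-maximal effect; plate controls were DMSO wells for no effect and full inhibition by NEM control for full effect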
Target sequence (O75604 whole entry, looked up): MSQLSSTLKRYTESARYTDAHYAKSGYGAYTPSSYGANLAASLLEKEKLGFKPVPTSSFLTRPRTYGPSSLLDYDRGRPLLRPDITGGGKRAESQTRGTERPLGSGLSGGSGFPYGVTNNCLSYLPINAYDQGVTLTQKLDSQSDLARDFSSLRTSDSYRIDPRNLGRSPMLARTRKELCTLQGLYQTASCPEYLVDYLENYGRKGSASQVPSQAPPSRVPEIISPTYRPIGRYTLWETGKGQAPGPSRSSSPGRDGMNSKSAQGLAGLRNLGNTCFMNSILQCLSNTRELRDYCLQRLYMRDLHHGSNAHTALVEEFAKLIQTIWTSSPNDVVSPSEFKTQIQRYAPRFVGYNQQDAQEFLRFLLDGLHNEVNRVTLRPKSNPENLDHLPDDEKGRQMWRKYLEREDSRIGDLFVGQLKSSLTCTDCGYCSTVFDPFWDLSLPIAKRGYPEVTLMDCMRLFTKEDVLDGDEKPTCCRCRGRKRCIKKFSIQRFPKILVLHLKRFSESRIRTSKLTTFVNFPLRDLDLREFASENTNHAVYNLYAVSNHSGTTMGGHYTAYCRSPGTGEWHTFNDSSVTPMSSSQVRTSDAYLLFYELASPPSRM
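Cell-free coupled assay: 10nM USP2 core preincubated 30min RT with compound in Tris-HCl pH 8.0/CaCl2/CHAPS buffer, then 25nM Ub-CHOP2 and 25nM reporter substrate; fluorescence (Ex 485/Em 531) read after 60min RT, normalized to NEM inhibition, concentration-response curves fitted.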
TSG101-PTAP inh: blocks PTAP/TSG101 interaction to inhibit HIV-1 budding. Fluorescence polarization, FITC-PTAP peptide / Tsg101 binding. AID 493005. Q99816. Potency, µM (series often up to 115 µM), inactives show at the highest dose activity change, negative = inhibition, most hits filed as inhibitors. 340,000 tested, under 10 active; active = well fitted inhibition curve with a large enough effect in the main read-out, with a control signal flat, not every such curve was filed as active; inconclusive = small, poorly fitted or top-dose-only effect, or effect the other way, or a change in a side signal; inactive = no such curve, though single readings can be large or run the other way; note: potency is the fitted concentration of half-maximal effect; % of control where 0% means no effect
Target sequence (Q99816 whole entry, looked up): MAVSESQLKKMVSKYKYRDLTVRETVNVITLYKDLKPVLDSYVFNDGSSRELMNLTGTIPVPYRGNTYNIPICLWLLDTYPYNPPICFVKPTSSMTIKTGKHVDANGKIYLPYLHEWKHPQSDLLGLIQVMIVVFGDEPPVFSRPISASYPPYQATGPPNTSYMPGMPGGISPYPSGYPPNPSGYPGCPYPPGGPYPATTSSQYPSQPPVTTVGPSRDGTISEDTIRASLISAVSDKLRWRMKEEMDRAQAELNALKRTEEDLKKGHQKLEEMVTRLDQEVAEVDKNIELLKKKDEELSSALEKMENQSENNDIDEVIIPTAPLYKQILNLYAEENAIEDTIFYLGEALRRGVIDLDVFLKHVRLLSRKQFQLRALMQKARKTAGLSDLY
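Fluorescence polarization binding of Tsg101 binding domain (10 uM final) to FITC-labeled PTAP peptide (50 nM final) in HEPES pH 7.5 buffer with NaCl, Tween 20, EDTA, TCEP. Compounds added before peptide; binding 20 min at RT.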
TSHR antagonist: antagonists of human thyroid stimulating hormone receptor; P16473; TSHR-expressing cells, TSH-stimulated cAMP HTRF, 2 h; hits give low values; activity change, negative = inhibition, % at 11.5 µM; 330,000 compounds, 0.2% hits; AID 504810;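 active = activity change below a set negative limit, meaning inhibition stronger than a set level, cut at about -70% in these data; inconclusive = activity change between two set negative limits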; note: % is set by controls: 0 for no effect and ±100 for the full control effect
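Inhibition of cAMP made by TSHR-expressing cells under TSH stimulation (4nM final, EC80; 2 h, 37 deg C) is quantified with a one-step lysis HTRF kit, anti-cAMP cryptate versus cAMP-d2.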
Chronic BCR inh: blocks chronic active B-cell receptor signaling | Potency, µM (series often up to 46.1 µM), inactives show top-dose ratio change, negative = lower green/red ratio, hits mostly inhibitors | 340,000 compounds, 0.05% hits | ABC-DLBCL IkBa-CBG/CBR reporter, luminescence ratio, 4 h; active = well fitted inhibition curve with a large enough effect in the signal ratio, with a control signal flat, not every such curve was filed as active; inconclusive = small, poorly fitted or top-dose-only effect, or effect the other way, or a change in a side signal; the % refers to the signal ratio;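 note: potency is the fitted concentration of half-maximal effect; plate controls were basal doxycycline-induced cells for no effect and cells given 10 µM MG132 for full effect; MG132 reads +100%, hits lower the ratio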
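Concentration-response series (up to 46 uM) were applied to TMD8 dual-reporter cells for 4 h at 37C with doxycycline. Green/red ratio, after filter-overlap correction, defined %Activity; red signal alone was normalised to basal cells and zero luminescence.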
B2AR arrestin: beta2AR (human) beta-arrestin recruitment activity. Potency, µM (series often up to 46.1 µM), for the others: at the highest dose activation, hits mostly activators. P07550. beta-arrestin recruitment to beta2AR, cell-based reporter. 330,000 compounds, 0.02% hits. AID 492947;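 note: potency is the fitted concentration of half-maximal effect; 0% = DMSO controls and full agonism = EC100 isoproterenol or metaproterenol; nearly all actives have a fitted effect of over 65% in size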
Tb PFK block: inhibitors of T. brucei phosphofructokinase. T. brucei PFK, ADP-Glo luminescence. 330,000 compounds, 0.17% hits. Potency, µM (highest dose often 57.5 µM), without a hit: at the highest dose activity, negative = inhibition, actives largely listed as inhibitors. AID 485367. O15648;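 note: potency is the fitted concentration of half-maximal effect; 0% = uninhibited 1x PFK enzyme wells and -100% = no-enzyme wells; nearly all actives have a fitted effect of over 60% in size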
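Compounds were pin-transferred as a titration series up to 57 uM into substrate buffer (0.5 mM F6P, 0.1 mM ATP, pH 8.0), then 1.25 nM PFK was added and reactions ran 45 min before ADP-Glo detection.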
Mito fusion yeast: blocks mitochondrial division or promotes mitochondrial fusion; S. cerevisiae fusion-defective mutant growth rescue, CellTiterGlo 48 h; Potency, µM (series often up to 46.1 µM), for the others: at the top dose growth rescue (activation), hits mostly activators; 320,000 compounds, 0.23% hits; AID 485298;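 note: potency is the fitted concentration of half-maximal effect; % of control where 0% means no effect; nearly all actives have a fitted effect of over 45% in size; temperature-sensitive fusion mutants such as fzo1-1 at 37 °C on non-fermentable ethanol glycerol medium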
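Luminescent cell viability in 1536-well qHTS format served as the measure of rescued growth in ts fusion-mutant S. cerevisiae cultured on non-fermentable YPEG for 48 hours at 37C.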
* = called active by the depositor; ? = inconclusive; . = no result given; [ ] = another dose, or the depositor's remark. Unless noted, calls come from the whole dose curve; as a rule, active = well fitted curve in the direction sought with a large enough effect; inconclusive = small, poorly fitted or top-dose-only effect, or another doubt; inactive = no such curve, though single readings can be large; an effect the other way counts as inactive or inconclusive.

SMILES	ELG1 repair inh	uPA generation	Eya2 phos inh	TCR act	USP2a inh	TSG101-PTAP inh	TSHR antagonist	Chronic BCR inh	B2AR arrestin	Tb PFK block	Mito fusion yeast
Cn1ccc(C(=O)N/N=C/c2ccccc2[N+](=O)[O-])n1	?	3%	?	1%	5%	-3%	4	?	-0.1%	6%	7%
COc1ccc(/C=C/C(=O)O)cc1COc1ccccc1C	1%	0%	2%	-7%[46.1 µM]	4%	-1%	-30	?	-1.0%	4%	?
O=C(Cc1cccs1)Nc1cccc(-c2nc3ccccc3o2)c1	11%	1%	-17%	-2%	-2%	-7%	21	?	-0.5%	-1%	1%
CN1CCN(CCCNC(=O)c2cn(C)c3ccc(S(=O)(=O)N(C)C)cc3c2=O)CC1	?	3%	2%	-8%	3%	-3%	1	1%	0.2%	3%	-4%
Cc1nnc(SCC(=O)NNC(=O)c2ccco2)s1	22%	-4%	-24%	-4%	-1%	0%	3	-1%	-0.5%	-4%	-3%
Cc1cc(=O)[nH]c2ccc(S(=O)(=O)NC3CCCCC3)cc12	?	-10%	-10%	6%	3%	1%	16	-2%	3.9%	2%	0%
C/C(=N/NC(=O)C1COc2ccccc2O1)c1ccc(Br)s1 (configuration not stated)	-1%	5%	-26%	-7%	0%	0%	-2	-1%	-0.8%	-6%	-2%
Cc1ccsc1C(=O)OC(C)C(=O)Nc1ccc(Cl)cn1 (configuration not stated)	-1%	0%	-15%	-7%[46.1 µM]	1%	0%	-15	1%	-0.4%	-2%	.
Cc1cc(C(=O)N/N=C/c2ccc(Cl)c([N+](=O)[O-])c2)c(C)n1-c1ccc(F)cc1	?	0%	-6%	-1%[46.1 µM]	-4%	1%	-10	?	3.7%	-1%	1%
CCN1CCc2c(sc(NC(=O)Nc3ccc(Cl)c(Cl)c3)c2C(N)=O)C1	-1%	-5%	?	-1%[46.1 µM]	?	?	5	?	0.3%	-19%	-9%
CC(=O)N/C(=C/c1ccc(OS(=O)(=O)c2ccc(C)cc2)cc1)C(=O)Nc1ccc(C(=O)O)cc1	?	4%	3%	1%	3%	5%	-4	1%	0.2%	25%	5%
Cc1cc(C)n(Cc2cccc(F)c2)c(=O)c1C#N	?	.	-9%	2%	0%	-6%	18	0%	-0.6%	-2%	-2%
Cc1ccc(NC(=O)CSCC(=O)OC(C)C(=O)Nc2ccc(S(N)(=O)=O)cc2)c(C)c1 (configuration not stated)	8%	5%	-11%	-3%	0%	-6%	10	-3%	0.7%	4%	-4%
CCOc1ccc(NC(=O)c2ccc(NC(=O)c3ccc(CN4CCOCC4)cc3)cc2)cc1	2%	-5%	8%	-3%	13%	-5%	15	?	2.9%	4%	-2%
CCCc1ccc2oc(C(=O)N(C)Cc3cnccn3)c(C)c2c1	0%	-29%	-10%	2%	4%	0%	19	9%	3.6%	-1%	2%
O=C(c1cccc(NS(=O)(=O)c2cccc(F)c2)c1)N1CCCC1	-4%	-1%	-3%	1%	-4%	0%	14	0%	-0.4%	-1%	2%
Nc1c(C(=O)O)sc2nc3c(cc12)CCCC3	14%	7%	4%	-2%	1%	-1%	-6	1%	-0.7%	-3%	-3%
COC(=O)c1ccc(N2C(=O)CC(SCCN)C2=O)cc1 (configuration not stated)	?	-3%	-21%	2%	1%	0%	0	8%	-0.1%	4%	-1%
COc1ccc(CNc2nc(-c3cccnc3)nn2S(C)(=O)=O)cc1	-3%	-8%	-4%	4%	-2%	-5%	9	-2%	-0.9%	0%	-5%
O=C(CCCn1c(=S)[nH]c2ccccc2c1=O)N1CCOCC1	11%	.	1%	-3%	-5%	-3%	7	-11%	-0.1%	0%	-2%
CCSc1c(C(=O)NC)ccc2c1C(=O)c1ccccc1C2=O	10%	-1%	1%	0%	0%	-4%	-17	5%	-0.7%	2%	-3%
Cc1c(NC(=O)C(C)n2cc([N+](=O)[O-])cn2)c(=O)n(-c2ccccc2)n1C (configuration not stated)	-1%	5%	-5%	1%	-1%	2%	2	10%	-0.4%	-1%	-7%
Cc1ccc(NC2=CC(=O)CCC2)cc1C	5%	-5%	-13%	4%	-8%	-2%	-5	?	0.0%	-1%	-1%
Cc1ccc(Cl)cc1NC(=O)COC(=O)c1ccc(COc2ccc3c(C)cc(=O)oc3c2)cc1	?	.	-1%	-6%[46.1 µM]	4%	.	30	-5%	-0.4%	-2%	5%
COc1ccc(CCC(=O)Nc2ccc(Cl)c(S(=O)(=O)N3CCCC3)c2)cc1	4.6µM*	-8%	-7%	-13%	-5%	0%	-23	?	-0.3%	1%	0%
CNC(C)C#Cc1c(-c2cc(OC)c(OC)c(OC)c2)noc1C (configuration not stated)	.	?	-14%	-3%	2%	.	-3	?	-0.4%	2%	-1%
COc1ccc(OC)c(NC(=O)CSc2nnc(CNC(=O)c3cccs3)o2)c1	-11%	2%	3%	-2%	1%	-2%	-1	9%	0.4%	-2%	1%
OCCNCC(O)CN1c2ccccc2Sc2ccccc21 (configuration not stated)	-8%	-4%	-1%	6%	3%	-2%	-7	?	1.1%	0%	-6%
CC1SCC(=O)N(CC(=O)NC2CCCCC2)C1=O (configuration not stated)	1%	2%	-13%	.	2%	-2%	-3	0%	-0.2%	-3%	4%
COCCn1c(SCC(=O)N2CC(C)OC(C)C2)nc2c([nH]c3ccccc32)c1=O (configuration not stated)	-9%	2%	-16%	-1%	3%	-1%	19	1%	-0.7%	-1%	3%
COc1ccc(-c2[nH]c(-c3ccccc3)nc2SCC(=O)NC2CCCC2)cc1	?	2%	-14%	-1%	-1%	2%	-2	?	-1.1%	-2%	?
CN1CCN(c2ccc(C(=O)c3ccc(F)cc3)cc2)CC1	?	3%	-13%	0%	-1%	0%	-3	3%	-0.6%	1%	-5%
COc1ccc(/C(C)=N/NC(=O)c2cc(-c3cccnc3)nc3ccccc23)cc1	10%	-3%	-7%	2%[46.1 µM]	5%	-4%	-12	-1%	-0.9%	10%	-2%
Cc1ccc(NCc2ccc([N+](=O)[O-])s2)cc1	-23%	-3%	-6%	.	2%	0%	2	6%	-0.1%	-26%	-5%
O=C(Nc1ccc(N2CCCC2)cc1)c1cccc(-c2cc3ccccc3oc2=O)c1	-6%	-3%	-6%	-1%[46.1 µM]	?	0%	-3	-12%	0.3%	?	2%
CC1(C)CC(c2nc(-c3ccccc3)cs2)CCS1 (configuration not stated)	?	1%	3%	6%[46.1 µM]	1%	-7%	-2	-1%	1.8%	-11%	5%
Cc1cc(C)nc(NS(=O)(=O)c2ccc(NC(=O)c3ccccc3C)cc2)n1	0%	-84%	5%	.	1%	-6%	-3	0%	0.1%	5%	-1%
CC(c1nccs1)N(C)C(=O)CCc1nnc(-c2ccc(-c3ccccc3)cc2)o1 (configuration not stated)	-4%	-9%	-12%	-6%	-1%	2%	-11	-11%	0.5%	-1%	2%
Cc1c(Br)c([N+](=O)[O-])nn1CCCC(=O)Nc1sc2c(c1C#N)CCC2	-25%	-8%	1%	-1%	2%	-7%	-11	0%	-1.6%	0%	9%
COc1ccc(-c2nc3oc4cc(OC)ccc4c(=O)c3c(=O)n2Cc2ccco2)cc1	?	0%	0%	-2%	0%	-4%	-13	?	0.0%	-4%	10%
O=C(Nc1ccc(Cl)cn1)C1CCCN(c2ncnc3c2nc2n3CCCCC2)C1 (configuration not stated)	?	9%	-7%	0%	2%	-8%	27	?	-0.1%	2%	?
CCOC(=O)Cc1csc(NC(=O)Cc2ccc(C)cc2)n1	16%	1%	15%	6%	15%	0%	-4	-16%	-0.3%	2%	6%
O=[N+]([O-])c1ccc(Nc2ccc(F)cc2)cc1	-5%	-12%	-3%	-55%	2%	-6%	-7	?	-0.2%	-1%	-9%
COCCn1c(C)cc(C(=O)CN2c3cccc4cccc(c34)S2(=O)=O)c1C	24%	-3%	-12%	12%	0%	-1%	5	-9%	0.6%	-4%	.
COc1cccc(NC(=O)CNC(=O)[C@@H]2Cc3ccccc3CN2C(=O)OC(C)(C)C)c1	1%	-1%	3%	1%	3%	-5%	-6	?	-1.2%	1%	0%
